# Compound activity as filed in PubChem BioAssay.
# POLI inh: qHTS for Inhibitors of Polymerase Iota; DNA polymerase iota (Homo sapiens), Q9UNA4; Pol iota fluorescent replication assay, 10 min; 390,000 compounds, 1% hits; Potency, µM (highest dose often 115 µM), for the others: top-dose activity, negative = inhibition, hits mostly inhibitors; also: potency is read from the fitted curve at half-maximal effect
#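 Pol iota at 10 nM preincubated 15 min with compounds at room temperature; reaction started with fluorescent substrate, 50 nM final. Fluorescence read kinetically at 0 and 10 min; buffer-only wells as negative control.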
# Anesthetic bind: qHTS Assay for Identification of Novel General Anesthetics. Potency, µM (series often up to 77.5 µM), inactives show top-dose activity change, negative = displacement, usual class: inhibitors. AID 485281, 2010. apoferritin/1-aminoanthracene competitive binding, fluorescence. Ferritin light chain (Equus caballus), P02791. 350,000 compounds, 0.074% hits; also: potency is read from the fitted curve at half-maximal effect; % is scaled to controls: 0 for no effect and ±100 for the full control effect; nearly all actives have a fitted effect of over 20% in size
# Target sequence (P02791 2-175 limits assumed): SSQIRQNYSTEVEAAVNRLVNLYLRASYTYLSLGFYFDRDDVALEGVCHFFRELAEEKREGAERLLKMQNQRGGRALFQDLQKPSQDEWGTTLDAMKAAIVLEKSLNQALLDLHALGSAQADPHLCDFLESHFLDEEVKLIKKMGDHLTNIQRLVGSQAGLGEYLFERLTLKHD
#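 Read-out: endpoint 1-AMA fluorescence, excitation 380 nm and emission 535 nm, after compounds sit 10 min at room temperature with 10 uM horse-spleen apoferritin in 50% saturated 1-AMA/PBS. Values come from four-parameter Hill fits.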
# POLB inh: qHTS Assay for Inhibitors of DNA Polymerase Beta; 340,000 compounds, 1.3% hits; Pol beta primer extension/strand displacement, fluorescence kinetic; Potency, µM (series often up to 114 µM), for inactives: at the highest dose activity change, negative = inhibition, most hits filed as inhibitors; P06746; also: potency is read from the fitted curve at half-maximal effect; % is scaled to controls: 0 for no effect and ±100 for the full control effect
#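 Enzyme-only controls used 10 nM Pol beta; buffer lacking enzyme served as negative control. Compound preincubated 15 min, then 50 nM substrate added; 0 and 10 min reads at room temperature.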
# BLM inh: qHTS Assay for Inhibitors of Bloom's syndrome helicase (BLM). Potency, µM (series often up to 56.1 µM), inactives show at the highest dose activity change, negative = inhibition, usual class: inhibitors. RecQ-like DNA helicase BLM (Homo sapiens), P54132. recombinant BLM DNA unwinding, fluorescence dequenching. 350,000 compounds, 0.2% hits;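 also: potency is read from the fitted curve at half-maximal effect; plate controls were vehicle for no effect and no enzyme for full effect; nearly all actives have a fitted effect of over 35% in size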
# POLH inh: qHTS for Inhibitors of Polymerase Eta; 390,000 compounds, 1.2% hits; DNA polymerase eta (Homo sapiens), Q9Y253; Potency, µM (doses to about 114 µM), without a hit: at the highest dose activity change, negative = inhibition, hits mostly inhibitors; recombinant Pol eta, fluorescent DNA replication assay; also: potency is read from the fitted curve at half-maximal effect; % is scaled to controls: 0 for no effect and ±100 for the full control effect
#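 Pol eta at 10 nM preincubated with compounds 15 min at room temperature; reaction started with fluorescent substrate (50 nM final) and read kinetically at 0 and 10 min.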
# APEX1 inh: qHTS Assay for Inhibitors of the Human Apurinic/apyrimidinic Endonuclease 1 (APE1); Potency, µM (top dose mostly 65.8 µM), without a hit: top-dose activity change, negative = inhibition, usual class: inhibitors; recombinant APE1, TAMRA/BHQ-2 abasic DNA cleavage fluorescence; DNA repair nuclease/redox regulator APEX1 (Homo sapiens), P27695; 350,000 compounds, 0.35% hits;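 also: potency is read from the fitted curve at half-maximal effect; plate controls were vehicle for no effect and reference inhibitor for full effect; nearly all actives have a fitted effect of over 55% in size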
#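 APE1 at 0.75 nM preincubated 15 min at room temperature with compound. Reaction then started with 50 nM double-stranded THF-abasic substrate labelled with TAMRA/BHQ-2, and 525/598 nm fluorescence read kinetically. Activity taken as third-minus-first read difference, normalized to DMSO and NSC13755 controls.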
# GRP78 ERSR act: qHTS for Inducers of the Endoplasmic Reticulum Stress Response (ERSR) in Human Glioma: qHTS | U87-MG GRP78 promoter luciferase reporter, 16 h | Potency, µM, inactives show at the top dose activation, usual class: activators | 420,000 compounds, 0.02% hits | AID 602332, 2012; also: potency is read from the fitted curve at half-maximal effect; series mostly up to about 76 µM; % of control where 0% means no effect; nearly all actives have a fitted effect of over 35% in size
#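 ERSR induction read as luciferase luminescence (Bright-Glo, 10 min at room temperature) in stably transfected human U87-MG glioma cells exposed to compounds for 16 h, using GRP78 as sensor.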
# LDHA inh: qHTS assay for inhibitors of human lactate dehydrogenase. purified LDHA, NADH/diaphorase-resazurin fluorescence; hits give low values. activity change, % (values are at about 110 or 230 µM). 480,000 compounds, 0.15% hits. AID 1347041, 2019; in the data active = activity change below about -30%; inconclusive = mostly about -25% to -30%;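 also: plate controls were DMSO wells for no effect and wells without enzyme for full effect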
#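 Enzyme activity of human lactate dehydrogenase 5 (2 nM; 0.06 mM NADH, 0.2 mM pyruvate, 5 min, RT) is measured via a resazurin/diaphorase fluorescence readout of residual NADH.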
# Pol kappa inh: qHTS for Inhibitors of Polymerase Kappa; purified Pol kappa, fluorescent DNA synthesis assay, 10 min; 400,000 compounds, 0.53% hits; Potency, µM (doses to about 107 µM), without a hit: top-dose activity, negative = inhibition, hits mostly inhibitors; also: potency is read from the fitted curve at half-maximal effect; % is scaled to controls: 0 for no effect and ±100 for the full control effect
# Target sequence (Q9UBT6 whole entry, looked up): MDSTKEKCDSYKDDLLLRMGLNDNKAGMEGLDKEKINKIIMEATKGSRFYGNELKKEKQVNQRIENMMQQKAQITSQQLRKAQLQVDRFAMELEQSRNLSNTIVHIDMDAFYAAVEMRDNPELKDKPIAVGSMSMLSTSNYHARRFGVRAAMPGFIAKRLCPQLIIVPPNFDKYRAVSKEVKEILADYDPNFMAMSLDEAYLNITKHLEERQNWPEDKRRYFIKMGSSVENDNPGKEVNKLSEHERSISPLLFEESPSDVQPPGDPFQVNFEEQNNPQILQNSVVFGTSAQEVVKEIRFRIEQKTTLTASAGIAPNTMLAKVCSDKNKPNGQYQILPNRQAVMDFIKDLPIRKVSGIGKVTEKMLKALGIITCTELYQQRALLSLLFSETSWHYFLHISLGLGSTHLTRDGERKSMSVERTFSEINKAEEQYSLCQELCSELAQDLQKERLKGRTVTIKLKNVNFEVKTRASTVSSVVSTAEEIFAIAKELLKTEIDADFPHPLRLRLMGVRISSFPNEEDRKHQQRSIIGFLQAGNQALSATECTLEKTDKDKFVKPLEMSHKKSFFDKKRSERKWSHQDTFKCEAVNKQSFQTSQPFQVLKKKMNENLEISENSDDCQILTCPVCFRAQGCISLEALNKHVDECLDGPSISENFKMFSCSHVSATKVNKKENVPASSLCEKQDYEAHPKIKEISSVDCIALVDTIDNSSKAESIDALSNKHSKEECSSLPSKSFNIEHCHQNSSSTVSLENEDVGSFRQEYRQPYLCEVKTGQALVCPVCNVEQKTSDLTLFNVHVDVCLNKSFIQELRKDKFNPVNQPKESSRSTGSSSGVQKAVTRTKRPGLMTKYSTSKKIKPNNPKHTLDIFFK
#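 Enzyme at 10 nM met test compounds for 15 min at room temperature. Substrate addition (50 nM final) began the reaction, which was monitored by fluorescence at 0 and 10 min.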
# An asterisk follows results filed as active; ? = inconclusive; / = no result given; [ ] = remark or other dose. Unless noted, calls follow the shape of the dose curve; as a rule, active = well fitted curve in the direction sought with a large enough effect; inconclusive = small, poorly fitted or top-dose-only effect, or another doubt; inactive = no such curve, though single readings can be large; an effect the other way counts as inactive or inconclusive. Some of the compounds tested, so the mix of outcomes need not match the whole.
no.	Compound	POLI inh	Anesthetic bind	POLB inh	BLM inh	POLH inh	APEX1 inh	GRP78 ERSR act	LDHA inh	Pol kappa inh
1	COc1ccc(-c2nc3cnc(N4CCOCC4)nc3n(C[C@H]3CCCO3)c2=O)cc1	/	/	/	5%	/	2%	-5%	/	1%[60.1 µM]
2	Cc1ccc(C(=O)OCC(=O)NC2CCCCC2)s1	26%	?	33%[activator]	-3%	-9%	13%	0%	-3	-15%
3	Cc1ccccc1NC(=O)Cc1nnc(SCC(=O)c2ccc(Br)cc2)n1C	28%	-10%	-3%	-3%	2%	6%	-5%	-4	0%
4	Cc1cc(C)c(S(=O)(=O)Nc2ccccn2)c(C)c1	3%	-4%	-3%	1%	-2%	-14%	-5%	-6	-2%
5	CCSC1=NN2CCS(=O)(=O)N=C2S1	85%[activator]	-9%	-1%	0%	-15%	1%	-2%	-7	-15%
6	N#C/C(C(=O)Oc1ccccc1)=C1\C=Cc2ccccc2N1	24%	-3%	-1%	1%	-11%	-1%	4%	-2	-4%
7	NNS(=O)(=O)c1ccc(Cc2ncc(C(F)(F)F)cc2Cl)s1	20%	-16%	27%	-1%	-6%	14%	-4%	-14	-2%
8	COc1ccc(Oc2c(Cl)cnn(-c3ccccc3)c2=O)cc1	3%	?	7%	-3%	-13%	0%	-6%	-5	-8%
9	Cc1ccc(C)c(NC(=O)CN(C)C(=O)c2cccc(S(=O)(=O)N3CCN(Cc4ccccc4)CC3)c2)c1	-25%	-13%	27%	-15%	-8%	-5%	1%	-5	-26%
10	O=C(COC(=O)Cc1n[nH]c(=O)c2ccccc12)Nc1ccc(Cl)cc1F	14%	-10%	22%	1%	-22%	-6%	-4%	-9	-17%
11	COc1ccc(S(=O)(=O)NCc2ccc(C(=O)N(C)Cc3ccco3)cc2)cc1	21%	-22%	-1%	2%	-11%	0%	-3%	0	-5%
12	CSc1cccc(NC(=S)N(CCCN2CCCC2)Cc2cccs2)c1	64%[activator]	-11%	?	-1%	-11%	2%	-1%	-8	-14%
13	COc1cc(/C=C(\NC(C)=O)C(=O)Nc2ccc(NC(C)=O)cc2)ccc1OC(C)=O	72%[activator]	0%	41%	-1%	-20%	24%	-2%	7	1%
14	CCc1c(C)nc2cc(-c3cccc(Br)c3)[nH]n2c1=O	6%	-6%	25µM*	-25%	-28%	?	5%	-1	4%
15	COCCN1CCN(C(=O)c2cc(COc3cncc(Cl)c3)on2)CC1	1%	-4%	10%	0%	-4%	62%[activator]	-4%	4	-12%
16	O=C(Cc1ccccc1[N+](=O)[O-])NNC(=O)c1cccs1	2%	/	/	/	-5%	-4%	-2%	-3	-25%
17	O=C(O)CCC(=O)NC1CCCCC1	4%	-7%	20%	-2%	-3%	13%	-4%	-10	-16%
18	CCOc1cc(NC(=S)NCC2CCCO2)c(OCC)cc1NC(=O)c1cccc(F)c1 (stereo not given)	47%[activator]	-19%	4%	-2%	-5%	3%	-2%	-2	-1%
19	NS(=O)(=O)c1cccc(NC(=O)COC(=O)CC2CC3CCC2C3)c1 (stereo not given)	19%	?	1%	-3%	-9%	36%[activator]	-1%	3	-5%
20	O=C(CSc1nc(-c2ccco2)cc(C(F)(F)F)n1)N1CCCc2ccccc21	3%	-1%	-28%	1%	-2%	-2%	-4%	-2	-1%
21	Cc1nc(N)nc2c1CCCC2	10%	2%	21%	-3%	0%	-2%	0%	-8	-1%
22	O=C(CCN1C(=O)c2ccccc2C1=O)N1CCN(c2ccccc2)CC1	80%[activator]	-15%	-17%	3%	-5%	0%	-3%	-5	-3%
23	COc1cccc(-n2cc(CNC(=O)C3CCC(=O)N(C4CC4)C3)cn2)c1 (stereo not given)	13%	-2%	?	2%	-3%	8%	-5%	-1	-1%
24	COc1cc(CNn2cn[nH]c2=S)cc(Cl)c1OCc1ccccc1	28%	-12%	38%	-1%	-1%	1%	-1%	-19	-2%
25	O=C(NCc1cccnc1)C1CC(=O)N(C2CCCCC2)C1 (stereo not given)	34%[activator]	-6%	11%	-1%	-9%	-3%	0%	-3	1%
26	CC(=O)OCC1OC(C#Cc2ccccc2Cl)C=CC1OC(C)=O (stereo not given)	/	-7%[15.3 µM]	/	2%[12.4 µM]	/	-10%[12.4 µM]	-2%	/	/
27	COc1ccc(OC)c(NC(=S)N2CCC(C(O)(c3ccccc3)c3ccccc3)CC2)c1	23%	3%	-25%	-12%	-20%	-7%	-5%	4	-7%
28	COc1ccc(CNc2ncncc2-c2ccc(N(C)C)cc2)c(OC)c1	/	/	/	-3%	/	-2%	-2%	/	-3%[60.1 µM]
29	CCC(C)NS(=O)(=O)c1ccc(S(=O)(=O)Nc2cc3c(cc2C(C)=O)OCO3)cc1 (stereo not given)	?	?	17%	-7%	7%	-6%	-4%	0	-8%
30	CNC(=O)C1CCC(Cn2c(=O)c3sccc3n(CC(=O)Nc3ccc(C)c(C)c3)c2=O)CC1 (stereo not given)	5%	-14%	36%	-9%	-4%	/	-4%	?	-1%
31	COc1ccc(NC(=O)CN(C)C(=O)c2cccc(S(=O)(=O)Nc3ccccc3Cl)c2)cc1	15%	/	/	/	-5%	-6%	-4%	-20	-5%
32	CCOCCCNC(=O)C(NC(=O)C1CCC(=O)N1)c1ccc(C)cc1 (stereo not given)	2%	-6%	10%	2%	4%	-7%	-1%	-5	-7%

# 9 structures from above, arranged by count of non-hydrogen atoms, highest first.
no.	Compound	POLI inh	Anesthetic bind	POLB inh	BLM inh	POLH inh	APEX1 inh	GRP78 ERSR act	LDHA inh	Pol kappa inh
30	CNC(=O)C1CCC(Cn2c(=O)c3sccc3n(CC(=O)Nc3ccc(C)c(C)c3)c2=O)CC1 (stereo not given)	5%	-14%	36%	-9%	-4%	/	-4%	?	-1%
27	COc1ccc(OC)c(NC(=S)N2CCC(C(O)(c3ccccc3)c3ccccc3)CC2)c1	23%	3%	-25%	-12%	-20%	-7%	-5%	4	-7%
29	CCC(C)NS(=O)(=O)c1ccc(S(=O)(=O)Nc2cc3c(cc2C(C)=O)OCO3)cc1 (stereo not given)	?	?	17%	-7%	7%	-6%	-4%	0	-8%
28	COc1ccc(CNc2ncncc2-c2ccc(N(C)C)cc2)c(OC)c1	/	/	/	-3%	/	-2%	-2%	/	-3%[60.1 µM]
32	CCOCCCNC(=O)C(NC(=O)C1CCC(=O)N1)c1ccc(C)cc1 (stereo not given)	2%	-6%	10%	2%	4%	-7%	-1%	-5	-7%
24	COc1cc(CNn2cn[nH]c2=S)cc(Cl)c1OCc1ccccc1	28%	-12%	38%	-1%	-1%	1%	-1%	-19	-2%
26	CC(=O)OCC1OC(C#Cc2ccccc2Cl)C=CC1OC(C)=O (stereo not given)	/	-7%[15.3 µM]	/	2%[12.4 µM]	/	-10%[12.4 µM]	-2%	/	/
25	O=C(NCc1cccnc1)C1CC(=O)N(C2CCCCC2)C1 (stereo not given)	34%[activator]	-6%	11%	-1%	-9%	-3%	0%	-3	1%
21	Cc1nc(N)nc2c1CCCC2	10%	2%	21%	-3%	0%	-2%	0%	-8	-1%

# The listing continues:
no.	Compound	POLI inh	Anesthetic bind	POLB inh	BLM inh	POLH inh	APEX1 inh	GRP78 ERSR act	LDHA inh	Pol kappa inh
33	Nn1c(Cc2ccccc2F)nnc1SCCOc1ccc(Cl)cc1	-7%	?	?	-9%	-16%	1%	0%	-10	-5%
34	N#CC(Cc1cc2ccccc2n1S(=O)(=O)c1ccccc1)OCc1ccccc1 (stereo not given)	-6%	/	/	/	-18%	-4%	-3%	2	7%
35	O=C(CN1CCN(c2ccc(Cl)cc2)CC1)NCc1ccccc1	14%	-9%	15%	-3%	-12%	-4%	-1%	-4	-9%
36	Cc1ccc(/C=N/N=C/c2ccc(C)cc2)cc1	-5%	-6%	-1%	-2%	-8%	1%	10%	-4	-9%
37	O=C(Nc1ccc2nc(SCC(=O)N3CCOCC3)sc2c1)c1ccc(Cl)cc1	12%	-14%	-1%	-4%	-11%	/	-2%	-9	-26%
38	COc1ccc(C(=O)Nc2cc(-c3ccc(C)cc3)no2)cc1	-17%	-4%	1%	-2%	2%	32%	-2%	-5	-7%
39	O=c1c2c(-c3ccc(Cl)cc3)csc2nc2n1CCC2	19%	-16%	2%	-4%	-3%	-1%	-2%	-6	-1%
40	CC(CC(=O)Nc1ccc(Cl)c([N+](=O)[O-])c1)c1ccccc1 (stereo not given)	-14%	?	10%	-11%	-8%	-4%	-9%	5	-21%
41	CCOc1ccc(N(CC(=O)Nc2ccc(OC)cc2)S(C)(=O)=O)cc1	-12%	-8%	16%	-1%	2%	-10%	4%	-4	-6%
42	CCOC(=O)c1noc2nc(C)n(CC(=O)Nc3cccc(OC)c3)c(=O)c12	-6%	-6%	0%	0%	-10%	/	2%	-14	-2%[60.1 µM]
43	Cc1ccc(-c2nsc(SCC(=O)Nc3ccc4c(c3)OCO4)n2)cc1	16%	-13%	7%	2%	-19%	-12%	0%	1	-16%
44	Cc1[nH]c2ccccc2c1/C=N/NC(=O)CNC(=O)c1ccc2c(c1)OCCO2	20%	?	2%	-5%	-13%	-2%	0%	2	10%
45	Cc1cc(C)c(OCCN2CCCC2)c(Cl)c1	-10%	-8%	33%	3%	-15%	24%	1%	-19	-8%
